ERAP1 HTS inh = blocks human ERAP1 aminopeptidase activity; recombinant ERAP1, Leu-AMC fluorescence, 60 min; inhibition, % at 10.7 µM; hit rate 0.15% among 340,000;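 active means mean replicate inhibition of at least 30%, or all replicates individually reaching that 30% level; inactive means mean below 30% and not every replicate reaching it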;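 further: 0% = neutral control wells and 100% = L-leucinethiol positive control wells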
ERp5 inh = inhibitors of human ERp5. inhibition, % at 9.99 µM. ERp5 insulin aggregation, absorbance 650 nm, 90 min. Q15084. hit rate 0.05% among 350,000;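 active means mean replicate inhibition above about 25%, with every replicate also reaching it, limit read from the data, passing the limit was not always enough; inconclusive means only one of those two criteria met; inactive means neither criterion met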
Target sequence (Q15084 whole entry, looked up): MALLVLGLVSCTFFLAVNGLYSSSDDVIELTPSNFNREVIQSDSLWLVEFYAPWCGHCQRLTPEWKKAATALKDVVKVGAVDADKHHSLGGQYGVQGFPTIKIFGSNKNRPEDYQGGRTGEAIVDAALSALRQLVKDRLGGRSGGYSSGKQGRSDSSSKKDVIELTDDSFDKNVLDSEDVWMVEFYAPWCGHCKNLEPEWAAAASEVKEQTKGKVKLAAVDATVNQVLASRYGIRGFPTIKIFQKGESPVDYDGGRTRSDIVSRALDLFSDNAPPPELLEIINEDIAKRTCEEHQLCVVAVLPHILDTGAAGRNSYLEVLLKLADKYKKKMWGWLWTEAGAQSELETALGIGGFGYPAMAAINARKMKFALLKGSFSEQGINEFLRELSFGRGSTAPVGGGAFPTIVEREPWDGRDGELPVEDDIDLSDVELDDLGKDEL
E-selectin induc = induces E-selectin expression in human endothelial cells; P16581; HUVEC E-selectin immunofluorescence imaging; normalized: neutral wells 0, TNF-alpha wells 100; activation, % at 7.58 µM; hit rate 0.37% among 260,000;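 active means mean E-selectin-positive cell signal at least 10% of the positive control, reached in at least 60% of replicates, without over 20% cell loss; inconclusive means no rule given, readout overlaps actives, possibly toxicity-flagged; inactive means the rest, including those meeting only one limit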;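 further: in these data hits start at about 27%; measured in HUVEC primary endothelial cells; signal is the percent of cells scored E-selectin positive by PE staining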
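System: HUVEC / Compound: single concentration / Signal: immunofluorescence imaging / Read-out: percent E-selectin-positive cells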
RAD54 inh = RAD54 (human) branch migration inhibition | hit rate 0.14% among 360,000 | RAD54 Holliday junction branch migration, FAM/BHQ fluorescence | inhibition, % at 10.4 µM | Q92698 | AID 602329;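 active means mean normalized replicate activity at least 40 and at least half of replicates scoring 40 or more; inconclusive means only one of the two criteria met; inactive means mean below 40 and under half of replicates reaching 40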;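 further: 0% = median of neutral control wells and 100% = median of positive control wells; inhibitors cause a drop in the FAM fluorescence signal; in these data hits start at about 50%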
XiGFP reactiv = activators of X-chromosome reactivation in mouse fibroblasts | AID 743238 | hit rate 0.055% among 360,000 | XiGFP mouse fibroblasts, % GFP-positive cells imaging, 3 d; cells co-treated with 5-aza-dC sensitizer; scaled so ellipticine positive control = 100% | activation, % at 7.58 µM;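 active means mean normalized replicate activation at least 10% and every replicate at or above 10%; inconclusive means only one of the two criteria met; inactive means mean below 10% and not all replicates reach 10%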;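 further: 0% = median of on-plate neutral control wells and 100% = ellipticine 6 µM median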
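System: XiGFP fibroblasts, SV40-immortalized. Medium: DMEM plus 5-aza-dC sensitizer. Doses: single point. Timing: 3 d treatment, 15 min room-temperature fixation. Control set: ellipticine 6 µM.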
esBAF inh = inhibitors of esBAF chromatin remodeling in mouse ES cells | reporter increase, % at 12.5 µM | Bmi1-luciferase knock-in reporter, 24 h; 100% = twice the neutral-well signal | AID 602393 | hit rate 2% among 350,000; in the data active means activation above about 40%; inconclusive means no clear call, values can overlap the other calls;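 further: 0% = median of the plate's neutral control wells and 100% = double that signal; a rise in the Bmi1 reporter signal indicates esBAF inhibition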
S100A4 inh HTS = S100A4-myosin IIA interaction inhibition | hit rate 0.14% among 360,000 | P26447 | S100A4/TAMRA-MyoIIA peptide fluorescence polarization | inhibition, % at 10.7 µM;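 active means mean inhibition of at least 70% across replicates, with every replicate also reaching that level; inconclusive means mean inhibition reaches 70% but some replicates fall short; inactive means mean inhibition below 70%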
Target sequence (P26447 whole entry, looked up): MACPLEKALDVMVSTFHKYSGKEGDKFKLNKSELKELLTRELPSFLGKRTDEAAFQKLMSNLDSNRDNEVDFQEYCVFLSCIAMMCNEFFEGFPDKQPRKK
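Material: human S100A4 monomer with TAMRA-labelled myosin IIA peptide; buffer or medium: HEPES pH 7.2 with CaCl2, KCl, NaCl, DTT, Triton; compound dosing: one concentration per compound; schedule: 5 min incubation before reading; benchmarks: neutral control DMSO, positive control TFP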
RAD52 inh = inhibitors of human RAD52 DNA annealing; hit rate 0.46% among 360,000; P43351; recombinant RAD52 DNA annealing, FRET fluorescence; inhibition, % at 18.7 µM;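 active means every replicate showing at least 50% inhibition; inconclusive means mean inhibition at least 50% but not in every replicate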
Target sequence (P43351 whole entry, looked up): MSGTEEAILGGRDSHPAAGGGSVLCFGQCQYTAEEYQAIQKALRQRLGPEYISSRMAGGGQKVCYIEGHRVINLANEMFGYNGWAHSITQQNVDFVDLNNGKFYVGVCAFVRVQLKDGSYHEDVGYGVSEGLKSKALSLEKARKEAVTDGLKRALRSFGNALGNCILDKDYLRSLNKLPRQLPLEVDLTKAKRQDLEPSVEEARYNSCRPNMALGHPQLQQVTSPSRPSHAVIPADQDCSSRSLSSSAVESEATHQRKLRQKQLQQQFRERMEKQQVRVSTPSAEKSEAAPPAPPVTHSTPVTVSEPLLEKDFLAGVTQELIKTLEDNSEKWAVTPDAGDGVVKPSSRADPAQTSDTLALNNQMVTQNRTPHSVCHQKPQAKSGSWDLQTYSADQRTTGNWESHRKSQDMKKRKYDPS
The depositor's hits bear a star; ? = inconclusive; / = not tested or not shown.

SMILES	ERAP1 HTS inh	ERp5 inh	E-selectin induc	RAD54 inh	XiGFP reactiv	esBAF inh	S100A4 inh HTS	RAD52 inh
CC(C)C(C)NC(=O)COC(=O)/C=C/c1ccc(S(=O)(=O)N2CCc3ccccc32)cc1 (configuration not stated)	0	-6	/	/	0.0	4	-2	-18
CCN(C(=O)COC(=O)/C=C/c1ccc(O)c(OC)c1)C1CCS(=O)(=O)C1 (configuration not stated)	11	4	-2.6	-3	0.2	-4	1	0
CO[C@@H]1CN(C)C(=O)c2ccc(NC(=O)c3ccccc3F)cc2OC[C@@H](C)N(C(C)=O)C[C@@H]1C	2	0	-0.2	-16	0.5	1	4	15
COc1ccc(-c2cc(-c3ccccc3)nc(=O)[nH]2)cc1	-5	-2	1.0	/	-0.3	1	0	-2
C[C@@H]1CN([C@H](C)CO)C(=O)c2cc(NS(=O)(=O)c3cccs3)ccc2O[C@H]1CN(C)CC1CC1	-1	-1	0.2	-8	-1.3	1	-3	-1
CC1CCN(C(=O)c2[nH]cnc2C(=O)Nc2nccs2)CC1	-2	-1	0.8	-20	0.0	6	-7	-18
CCCN1[C@H](C(=O)N2CCCCC2)[C@@H](CO)[C@@H]2Cn3c(cccc3=O)[C@@H]21	3	-2	-0.7	13	0.2	0	7	-17
O=C(COc1ccc(-n2cnnn2)cc1)Nc1cccc(Cl)c1Cl	-2	-4	/	1	0.0	-5	-5	-6
O=C(Nc1ccncc1)c1cc(S(=O)(=O)N2CCCC2)ccc1Cl	0	6	/	-10	0.0	4	-3	-11
CCc1ccc(OCC(=O)N2CC(C(=O)OC)Oc3ccccc32)cc1 (configuration not stated)	-5	4	0.0	-1	0.1	3	-1	-16
COc1ccc(CCn2c(=N)c(C(=O)NCCN3CCOCC3)cc3c(=O)n4cccc(C)c4nc32)cc1OC	10	2	/	77*	-0.1	-11	-1	37
Cc1ccc(OCCNC(=O)[C@@H](Cc2ccccc2)NC(=O)[C@H]2O[C@@H](n3ccc(=O)[nH]c3=O)[C@H](O)[C@@H]2O)cc1C	2	7	-0.2	/	0.5	/	63	-3
O=C(C[C@H]1C[C@@H]2c3cc(NC(=O)CC4CC4)ccc3O[C@@H]2[C@H](CO)O1)NCc1ccncc1	-2	-8	0.0	6	0.5	-2	6	9
Cc1nc2ccccc2c(=O)n1NC(=O)/C=C/c1ccc(Br)cc1	1	0	0.0	/	0.3	-6	-6	-13
CC(C)C(=O)C1=Cc2cc([N+](=O)[O-])ccc2OC1N1CCOCC1 (configuration not stated)	0	-6	-0.3	3	0.0	-1	3	3
COc1ccccc1-c1ccccc1[C@@H]1[C@@H](CO)N(C(=O)C2CCC2)[C@H]1C#N	2	-1	0.0	/	0.1	/	-2	-25
Cc1onc(-c2ccccc2)c1C(=O)N/N=C/c1ccco1	11	4	1.1	/	0.0	-5	2	-5
COc1ccccc1CCC(=O)OC(C)C(=O)Nc1c(C)n(C)n(-c2ccccc2)c1=O (configuration not stated)	-4	-1	0.2	-5	0.0	-9	-7	-5
Cc1csc(SCC(=O)NC2CCC(C)CC2)n1 (configuration not stated)	0	-3	1.2	-6	0.1	-1	1	-4
CCCNC(=O)N1[C@H](C#N)[C@@H](c2ccccc2-c2cccc(C)c2)[C@@H]1CO	0	-1	0.0	/	0.0	/	-4	-12
COc1ccc(Cc2n[nH]c(=S)n(N)c2=O)cc1	1	4	-0.3	/	0.0	/	2	-22
Cc1c(Cl)cccc1NC(=O)C1CCCN(S(C)(=O)=O)C1 (configuration not stated)	-1	-8	/	0	0.0	3	-2	-7
CCn1c(=O)cc(N2CCN(C(=O)c3ccco3)CC2)[nH]c1=O	3	-5	/	6	0.0	-5	0	-6
COc1ccc(C(CC(=O)c2ccc(O)cc2)S(=O)(=O)c2ccc(C)cc2)cc1 (configuration not stated)	1	0	/	0	/	33	-3	-5
O=C(Nc1cc(F)ccc1F)c1ccc2c(=O)n3c(nc2c1)CCC3	0	0	-0.4	-4	0.3	54*	-1	-95

More compounds follow.
SMILES	ERAP1 HTS inh	ERp5 inh	E-selectin induc	RAD54 inh	XiGFP reactiv	esBAF inh	S100A4 inh HTS	RAD52 inh
CCCCOc1ccc(Cc2c(Cl)nc(SC)nc2N2CCOCC2)cc1	/	/	0.0	-1	0.0	4	/	/
CC(C)(C)[S@@](=O)N1Cc2cc(C(=O)NCc3ccncc3)nc(-c3cccc(-c4ccc(C#N)cc4)c3)c2[C@H]1CCO	1	0	0.3	9	0.0	1	-39	13
O=C1C2CCCN2C(=O)N1CCCN1CCN(c2cccc(Cl)c2)CC1 (configuration not stated)	-4	-2	/	/	0.2	/	-2	-11
O=C(COCC(=O)N1CCOCC1)N1CCOCC1	-4	1	/	-2	0.1	-8	-1	-1
COc1ccc(C(=O)NN)cc1	2	-1	4.4	-11	0.0	10	2	-7
C/C=C/c1ccc2c(c1)O[C@@H](CN(C)S(=O)(=O)c1ccc(F)cc1)[C@@H](C)CN([C@@H](C)CO)S2(=O)=O	0	-1	-0.2	-6	-0.7	2	-2	11
CCCCN(C(=O)c1ccc([N+](=O)[O-])s1)c1c(N)n(CCCC)c(=O)[nH]c1=O	-1	4	/	-4	0.0	-9	6	-17
CN1[C@H](C(=O)NC2Cc3ccccc3C2)[C@@H](CO)[C@@H]2Cn3c(ccc(-c4ccccc4)c3=O)[C@@H]21	0	5	0.1	-4	0.1	9	-4	-2
COc1ccccc1C(=O)N1C[C@@H]2[C@H](c3ccccc31)[C@@H](CO)N2C(=O)C1CC1	/	/	-0.1	-3	0.0	-8	/	/
Cc1ccc(S(=O)(=O)N2CC(=O)NC(=O)C2)cc1	-1	0	-0.2	-6	0.0	-2	-9	-19
Cc1ccc(-c2ccccc2[C@H]2[C@@H](C#N)N(c3ncc(-c4ccccc4)s3)[C@@H]2CO)cc1	-3	-1	-0.1	/	0.0	/	-2	-21
CC1CCN(S(=O)(=O)c2ccc(NC(=O)CCNC(=O)c3ccc(Cl)cc3)cc2)CC1	-1	1	-0.6	-1	0.0	-6	1	0
CN1C(=O)c2cc(NC(=O)c3cccc(F)c3)ccc2OC[C@H]2O[C@@H](CC(=O)NCc3ccccc3)CC[C@H]21	/	/	0.1	4	0.2	6	/	/
CCS(=O)(=O)N1Cc2ccccc2CC1C(=O)N(C)CC(=O)Nc1ccc(OC)cc1 (configuration not stated)	0	-2	-0.3	2	0.9	-10	2	-9
C[C@@H]1CN([C@@H](C)CO)C(=O)c2cccc(NC(=O)C3CCCCC3)c2O[C@H]1CN(C)C(=O)Nc1ccc(C(F)(F)F)cc1	2	-2	0.6	0	0.0	5	5	17
CC12CC(O)C3C(CCC4=CC(=O)CCC43C)C1CCC2=CCO (configuration not stated)	0	3	1.3	/	0.2	0	-1	-13
COc1ccc(S(=O)(=O)N(C)C[C@H]2Oc3ccc(NC(=O)NC4CCCCC4)cc3C(=O)N([C@@H](C)CO)C[C@H]2C)cc1	0	-4	0.0	-7	-0.1	-3	-4	-19
COc1ccc(C(=O)N/C(=C\c2cn(S(=O)(=O)N(C)C)c3ccccc23)C(=O)NCCN2CCOCC2)cc1OC	-3	0	20	/	0.1	-2	4	-12
Cc1ccc(S(=O)(=O)NNC(=O)CCCCC(=O)NNS(=O)(=O)c2ccc(C)cc2)cc1	1	?	/	2	0.0	4	6	-5
O=C(CNC(=O)c1ccc2c(c1)OCO2)N/N=C/c1cccc([N+](=O)[O-])c1	2	4	1.5	/	-0.2	/	0	-4
O=C(C[C@@H]1CC[C@H]2[C@@H](COC[C@H](O)CN2CC2CC2)O1)NCC1CC1	1	-2	0.0	-2	-0.1	-2	7	-4
COC(=O)C1CCN(C(=O)c2ccc3oc(Cc4ccc(Cl)cc4)nc3c2)CC1	0	-1	/	0	0.0	1	3	-2
C[C@@H]1CCCCO[C@@H](CN(C)C(=O)NC2CCCCC2)[C@@H](C)CN([C@H](C)CO)C(=O)c2cc(NC(=O)CCCCCC(=O)Nc3ccccc3N)ccc2O1	-1	-3	-0.1	-5	0.3	3	2	-5
CCOC(=O)CNC(=O)C12CC3CC(C1)CC(c1ccc(C)cc1)(C3)C2	-1	3	/	/	0.0	/	-3	-4
CCCC1=Nc2cc(C(=O)NCCCN3CCOCC3)ccc2Sc2ccccc21	1	2	/	0	0.1	-2	-15	19

Three compounds picked at random from those above, as already listed:
SMILES	ERAP1 HTS inh	ERp5 inh	E-selectin induc	RAD54 inh	XiGFP reactiv	esBAF inh	S100A4 inh HTS	RAD52 inh
O=C(C[C@@H]1CC[C@H]2[C@@H](COC[C@H](O)CN2CC2CC2)O1)NCC1CC1	1	-2	0.0	-2	-0.1	-2	7	-4
CC12CC(O)C3C(CCC4=CC(=O)CCC43C)C1CCC2=CCO (configuration not stated)	0	3	1.3	/	0.2	0	-1	-13
COc1ccc(S(=O)(=O)N(C)C[C@H]2Oc3ccc(NC(=O)NC4CCCCC4)cc3C(=O)N([C@@H](C)CO)C[C@H]2C)cc1	0	-4	0.0	-7	-0.1	-3	-4	-19

(further entries)
SMILES	ERAP1 HTS inh	ERp5 inh	E-selectin induc	RAD54 inh	XiGFP reactiv	esBAF inh	S100A4 inh HTS	RAD52 inh
CCN1[C@@H]2Cn3c(ccc(-c4cccnc4)c3=O)[C@H]1[C@@H](C(=O)NCc1ccccc1)[C@@H]2CO	1	7	0.3	17	0.5	4	-5	7
C[C@@H]1CN([C@H](C)CO)S(=O)(=O)c2ccc(-c3ccc(C(=O)N(C)C)cc3)cc2O[C@@H]1CN(C)C(=O)Nc1ccccc1F	0	8	-0.1	6	-1.3	4	-5	-10
O=C(CSc1nnc(-c2ccccc2F)n1C1CC1)Nc1cccnc1Cl	-1	2	/	5	0.0	/	-5	9
C[C@H](CO)N1C[C@H](C)[C@@H](CN(C)C)Oc2ccc(NC(=O)Nc3cccc4ccccc34)cc2CC1=O	-2	-1	1.4	7	-1.4	0	-10	24
Cc1cccc(N2CCN(S(=O)(=O)c3c(C(=O)N4CCCCC4)c(C)n(C)c3C)CC2)c1C	-4	-5	/	3	0.0	-2	1	-2
O=C(/C=C/c1ccccc1)Nc1ccc(Cl)cn1	1	6	0.7	/	0.3	/	4	-7
N#CCSc1nnc(-c2ccc(F)cc2)n1N	4	-42	0.4	/	0.0	/	-5	-8
O=C1C=C(c2ccccc2)C(c2ccccc2)C1 (configuration not stated)	-7	-13	0.0	9	0.0	4	-11	-3
CCOC(=O)C(NC(C)=O)C(=O)Nc1c(C)cccc1C (configuration not stated)	7	2	-0.9	/	0.0	1	-22	-9
C[C@@H]1CN([C@H](C)CO)C(=O)Cc2cc(NC(=O)C3CC3)ccc2O[C@@H]1CN(C)S(C)(=O)=O	-2	-10	-0.2	-10	0.2	3	4	7
O=C(NNC(=S)NC(=O)c1ccco1)c1ccc(NC(=O)c2ccccc2)cc1	0	-1	/	/	0.0	5	4	-6
O=C(Cc1ccccc1)N/N=C/c1cccnc1	4	9	/	-9	0.2	1	-9	-5
CC(C)CCNC(=O)C1(c2cccs2)CCOCC1	3	4	0.1	-4	0.0	-9	-2	-17
C[C@@H]1CN([C@H](C)CO)S(=O)(=O)c2ccc(C3=CCCC3)cc2O[C@H]1CN(C)C	1	-5	-0.3	0	-1.0	-2	-5	8
C=CCn1c(=NC(=O)C2CCCCC2)sc2cc(NC(C)=O)ccc21	-2	2	-0.2	-7	0.2	-6	-5	-10

Assay outcomes from PubChem BioAssay.

Random draw from the library, and some 2.5% of all compounds hit somewhere here.
